# S100A4 inh HTS = inhibitors of human S100A4 binding to myosin IIA peptide; S100A4/TAMRA-MyoIIA peptide fluorescence polarization; 360,000 tested, 0.14% active; P26447; inhibition, % at 10.7 µM;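 active means mean inhibition of at least 70% across replicates, with every replicate also reaching that level; inconclusive means mean inhibition reaches 70% but some replicates fall short; inactive means mean inhibition below 70%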
# Target sequence (P26447 whole entry, looked up): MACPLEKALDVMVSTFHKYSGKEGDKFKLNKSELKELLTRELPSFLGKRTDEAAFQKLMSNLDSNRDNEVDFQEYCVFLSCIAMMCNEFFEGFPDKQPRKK
#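 Material: S100A4 monomer protein / Buffer or medium: 50 mM HEPES pH 7.2, 10 mM CaCl2, 100 mM KCl / Times: 5 min incubation before reading / Benchmarks: neutral control DMSO, positive control TFP / Reagent: labelled myosin peptide probe, 5 nM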
# Statin myotox sup = protects C2C12 myotubes from simvastatin toxicity; 330,000 tested, 0.78% active; ATP luminescence, 48 h; scaled: DMSO 0, geranylgeraniol control 100; AID 602340; rescue of ATP level, % at 7.49 µM;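 active means mean ATP rescue above about 67%, or every replicate alone reaching that limit, limit read from the data, passing the limit was not always enough; inconclusive means no clear call, values can overlap the other calls; inactive means mean under the limit and some replicate under it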;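 further: myotubes were challenged with 10 µM simvastatin during compound exposure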
# LGR2 inh = Drosophila LGR2 receptor signaling inhibition | inhibition, % at 9.99 µM | HEK293 LGR2, CRE-luciferase, bursicon-stimulated, 4 h | AID 720647 | 380,000 tested, 0.35% active;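 active means drop in luminescence signal, shown as inhibition above about 50% in the replicate tests, limit read from the data, passing the limit was not always enough; inconclusive means probably only some replicates passing the limit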;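 further: agonist challenge used bursicon conditioned medium at about half maximal strength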
# CASP6 VEID inh = inhibitors of human caspase-6. 350,000 tested, 0.53% active. P55212. inhibition, % at 12.5 µM. purified caspase-6, Z-VEID-R110 cleavage fluorescence;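 active means mean inhibition across replicates at least about 35%, with every replicate also reaching that limit, limit read from the data; inconclusive means only one of the two criteria met; inactive means neither criterion met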;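 further: 0% = median of neutral control wells and 100% = no fluorescence left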
# Target sequence (P55212 24-179 limits assumed): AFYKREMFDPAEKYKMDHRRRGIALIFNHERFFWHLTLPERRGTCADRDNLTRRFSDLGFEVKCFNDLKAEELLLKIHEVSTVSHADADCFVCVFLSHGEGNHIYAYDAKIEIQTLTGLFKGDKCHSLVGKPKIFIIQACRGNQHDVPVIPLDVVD
# Target sequence (P55212 194-293 limits assumed): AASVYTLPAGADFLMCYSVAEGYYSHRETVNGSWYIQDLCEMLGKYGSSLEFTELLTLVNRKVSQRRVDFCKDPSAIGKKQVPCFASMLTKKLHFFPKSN
# esBAF inh = inhibitors of esBAF chromatin remodeling in mouse ES cells | Bmi1-luciferase knock-in reporter, 24 h; 100% = twice the neutral-well signal | reporter increase, % at 12.5 µM | 350,000 tested, 2% active; in the data active means activation above about 40%; inconclusive means no clear call, values can overlap the other calls;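 further: 0% = median of the plate's neutral control wells and 100% = double that signal; a rise in the Bmi1 reporter signal indicates esBAF inhibition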
# SIRT5 inh = sirtuin-5 (human) deacylase inhibition. Purified SirT5, succinyl-peptide AMC, trypsin-coupled fluorescence. inhibition, % at 15 µM. 330,000 tested, 1.1% active. AID 652115; in the data active means inhibition above about 15%; inconclusive means no clear call, values can overlap the other calls
# Target sequence (Q9NXA8 whole entry, looked up): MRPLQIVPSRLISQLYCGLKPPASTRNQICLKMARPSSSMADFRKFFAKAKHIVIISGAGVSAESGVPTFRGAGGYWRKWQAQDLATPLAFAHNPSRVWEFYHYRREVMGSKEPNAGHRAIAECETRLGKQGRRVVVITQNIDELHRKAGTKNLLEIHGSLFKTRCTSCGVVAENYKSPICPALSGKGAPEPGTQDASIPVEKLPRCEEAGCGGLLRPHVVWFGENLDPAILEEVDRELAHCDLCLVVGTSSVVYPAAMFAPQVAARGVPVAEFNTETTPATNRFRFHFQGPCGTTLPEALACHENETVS
# FN deposition inh = fibronectin deposition inhibition | inhibition, % at 12.6 µM | 350,000 tested, 0.086% active | AH1F fibroblasts, Alexa488-fibronectin deposition fluorescence, overnight;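 active means mean inhibition across replicates of 30% or more, regardless of how many single replicates reach that level; inconclusive means mean under 30% yet at least half of replicates reach 30%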;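 further: positive control wells lacked labelled fibronectin entirely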
#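 Assay system: AH1F fibroblast monolayer, labelled fibronectin deposition. Amount: 10000 cells per well. Also added: labelled fibronectin 24 nM. Compound: single-point pinned compound. Incubation: cell attachment 1 h, compound and FN exposure overnight. Detection: fluorescence after three HBSS washes, excitation 485 nm, emission 525 nm. Read-out: inhibition of fibronectin deposition signal.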
# * marks the source's active call; other numbers are inactive results; ? = inconclusive; · = not tested or not shown.
nr	canonical_smiles	S100A4 inh HTS	Statin myotox sup	LGR2 inh	CASP6 VEID inh
1	O=C(C[C@@H]1C[C@H]2c3cc(NC(=O)Nc4ccccc4)ccc3O[C@H]2[C@H](CO)O1)NCC1CC1	-10	-1	1	3
2	O=C(c1ccccc1F)N1CC[C@@H]2[C@@H](CO)Nc3ccc(-c4ccc(F)cc4)cc3[C@@H]21	-5	0	7	1
3	CO[C@@H]1CN(C)C(=O)c2cc(NC(=O)C3CC3)ccc2OC[C@H](C)NC[C@H]1C	0	-1	4	6
4	CN1c2ccc(-c3cccc(C#N)c3)cc2[C@H]2[C@H](CCN2S(=O)(=O)c2ccccc2F)[C@@H]1CO	-5	-11	-16	3
5	O=S(=O)(N/N=C/c1ccc(N2CCOCC2)cc1)c1ccc(Br)cc1	0	-2	-2	1
6	CC(=O)N1CCN=C1SCc1ccc(C(F)(F)F)cc1	-1	8	-13	-1
7	Cc1ccccc1C(=O)Oc1ccc(-c2csnn2)cc1	-8	0	-36	-1
8	C[C@@H]1CN([C@@H](C)CO)C(=O)Cc2cc(NC(=O)Nc3cccc4ccccc34)ccc2O[C@@H]1CN(C)Cc1ccccc1	3	0	1	1
9	O=C(C[C@H]1C[C@@H]2c3cc(NC(=O)C4CCOCC4)ccc3O[C@@H]2[C@H](CO)O1)NCc1ccccc1F	15	0	4	0
10	CCOc1cccc(Cc2c[nH]c(=O)[nH]c2=O)c1	2	4	-2	1

nr	esBAF inh	SIRT5 inh	FN deposition inh
1	-6	1	-10
2	-4	2	-7
3	0	0	3
4	2	6	17
5	-10	10	-13
6	-3	2	-6
7	51*	-3	5
8	1	1	·
9	-2	-2	-21
10	-1	1	1

# New compounds follow
nr	canonical_smiles	S100A4 inh HTS	Statin myotox sup	LGR2 inh	CASP6 VEID inh
11	O=C1CSC(=Nc2ccc(Cl)cc2)N1Cc1cccnc1	6	·	-5	0
12	COCCCN(CC(=O)O)S(=O)(=O)c1ccccc1	2	5	10	1
13	COc1ccc(CN2C(=O)NC(C)(c3ccc(C)cc3)C2=O)cc1F (stereo not given)	-3	·	-5	0
14	COc1ccc(C2=NS(=O)(=O)N(C)C(C(=O)N3CCOCC3)=C2)cc1	-5	9	-13	2
15	C[C@@H]1CN([C@@H](C)CO)C(=O)c2cc(NC(=O)Nc3ccc4c(c3)OCO4)ccc2O[C@@H](C)CCCCO[C@H]1CN(C)C(=O)Nc1ccccc1	1	-15	20	2
16	C[C@@H]1CN([C@H](C)CO)C(=O)c2cc(NC(=O)Nc3ccc4c(c3)OCO4)ccc2O[C@@H]1CN(C)S(=O)(=O)c1cn(C)cn1	-9	·	-1	-2
17	CC(=O)NCC1CCCN(C(=O)c2ccc(OC3CCN(Cc4ccccn4)CC3)cc2)C1 (stereo not given)	-9	4	3	-1
18	CC(NC(=O)/C(C#N)=C/c1ccco1)c1ccccc1 (stereo not given)	-4	-7	0	7
19	CCOc1ccccc1NC(=S)NC1CC2CCC1C2 (stereo not given)	0	-21	5	-2
20	O=C(Nc1ccccc1)C1=C[C@@H](c2ccc(Br)cc2)C[C@@H](OCCCCO)O1	-7	-16	-112	1

nr	esBAF inh	SIRT5 inh	FN deposition inh
11	·	-4	-5
12	-2	2	10
13	·	-3	-5
14	-3	2	0
15	66*	10	4
16	-3	-3	·
17	1	-5	-2
18	1	6	2
19	2	0	·
20	57*	-5	6

# (list continues)
nr	canonical_smiles	S100A4 inh HTS	Statin myotox sup	LGR2 inh	CASP6 VEID inh
21	CC(C)N(C[C@@H]1[C@@H](c2ccccc2)[C@H](CO)N1S(C)(=O)=O)C(=O)CN(C)C	3	10	-18	·
22	O=C1c2ccccc2C(Nc2ccc(S(=O)(=O)N3CCCCC3)cc2)N1c1ccccn1 (stereo not given)	3	14	-15	1
23	CCOC(=O)[C@]12CCC=C1N(Cc1ccccc1)C(=O)[C@H](CC(=O)NCc1ccccc1)C2	0	·	-16	-5
24	CCCNC(=O)/C(=C/c1cn(S(=O)(=O)N(C)C)c2ccccc12)NC(=O)c1ccc(OC)cc1	-2	·	9	0
25	COc1ccc(N2CCN(CC(O)COc3cc(C)cc(C)c3)CC2)cc1 (stereo not given)	-1	22	4	-1
26	CS(=O)(=O)N1CC(=O)N2[C@H](CO)[C@@H](c3ccc(C#CCC4CCCC4)cc3)[C@H]2C1	31	·	-33	0
27	COc1ccccc1CC(=O)NC1CCN(Cc2ccccc2)CC1	-5	5	-7	-2
28	CC1CCCN(C(C(=O)NC2CCCCC2)c2cc3c(cc2[N+](=O)[O-])OCO3)C1 (stereo not given)	-4	·	·	2
29	COc1ccc2c3c([nH]c2c1)[C@H](CO)N(C(=O)Nc1ccccc1F)CC31CN(C(=O)c2ccccc2F)C1	1	·	-1	0
30	O=C(Cn1ncc(Cl)c(Cl)c1=O)c1ccc2c(c1)OCCO2	-3	·	?	1

nr	esBAF inh	SIRT5 inh	FN deposition inh
21	-1	-2	11
22	6	0	-2
23	·	-1	2
24	·	·	·
25	-7	0	-2
26	·	-1	-7
27	-12	-1	1
28	·	-5	-4
29	·	5	-5
30	·	·	14

# (continued)
nr	canonical_smiles	S100A4 inh HTS	Statin myotox sup	LGR2 inh	CASP6 VEID inh
31	COc1cc(/C=C/C(=O)O)cc(S(=O)(=O)Nc2ccccc2Oc2ccccc2)c1OC	-2	·	-13	4
32	Cc1ccc(NC(=O)CCC(=O)c2cccs2)c(Br)c1	3	·	-44	-3
33	CC(CNC(=O)CN1C(=O)COc2ccc(S(=O)(=O)N3CCCCC3)cc21)c1ccccc1 (stereo not given)	-5	2	12	1
34	COc1cccc(-c2cnc(C(O)c3cc(Cl)cc(Cl)c3)[nH]2)c1 (stereo not given)	-4	8	·	-3
35	CCN(CC)C(=O)[C@H]1C[C@H](CC(=O)NCCCN(C)C)C(=O)N2CCc3c([nH]c4ccc(Cl)cc34)[C@]12C	-6	-14	5	-18
36	c1ccc(-n2nnnc2-c2cccnc2)cc1	-3	5	16	-4
37	COc1ccc(S(=O)(=O)Nc2ccc3c(c2)CC(=O)N([C@H](C)CO)C[C@H](C)[C@H](CN(C)S(=O)(=O)c2ccc(Cl)cc2)O3)cc1	-2	-9	-3	4
38	Cc1noc(C)c1S(=O)(=O)N(C)C[C@H]1Oc2ccc(NS(=O)(=O)c3ccc(Cl)cc3)cc2CC(=O)N([C@@H](C)CO)C[C@@H]1C	-3	7	12	·
39	COC(=O)CSc1cc(C)nc(NC(C)=O)n1	·	-3	·	·
40	CCN(CC)CCNC(=O)c1ccc(NC(=O)c2ccccc2-c2ccc(C(F)(F)F)cc2)cc1	-13	-12	8	-6

nr	esBAF inh	SIRT5 inh	FN deposition inh
31	·	1	3
32	·	-1	2
33	6	-3	-11
34	8	·	-1
35	-1	-6	2
36	2	1	4
37	-1	5	·
38	-6	5	·
39	3	·	2
40	-3	1	2

# Further structures
nr	canonical_smiles	S100A4 inh HTS	Statin myotox sup	LGR2 inh	CASP6 VEID inh
41	Cc1ccc(NC(=O)CN(c2ccccc2F)S(C)(=O)=O)cc1	-2	·	-26	-4
42	CCCCN(C)CCNC(=O)c1cc2cc3ccc(OC)cc3nc2o1	0	4	1	-6
43	CCc1nccn1CCC(=O)NC1CC(C)(C)Cc2c1cnn2-c1cccc(F)c1 (stereo not given)	-4	·	-20	-4
44	O=C(CCc1ccccc1)OCC(=O)c1ccc([N+](=O)[O-])cc1	-3	12	-5	-1
45	C[C@@H]1CN([C@@H](C)CO)S(=O)(=O)c2ccc(Br)cc2O[C@@H]1CN(C)C(=O)c1cnccn1	24	1	-21	-2
46	COc1ccc(-c2nnc(NC(=O)c3ccco3)s2)cc1	-1	29	-33	-1
47	COc1ccc(NC(=O)c2cccnc2SC)cc1S(=O)(=O)N1CCCCC1	5	·	12	1
48	CN1CCN(CC(O)COc2ccccc2)CC1 (stereo not given)	-4	-11	-2	3
49	Cc1nnc(SCC(=O)N2CC(=O)Nc3ccccc32)n1Cc1ccccc1	·	2	-23	·
50	C[C@@H]1CCCCO[C@H](CN(C)C(=O)CCC(F)(F)F)[C@H](C)CN([C@@H](C)CO)C(=O)c2cc(NC(=O)Cc3ccccc3)ccc2O1	-9	·	-2	0

nr	esBAF inh	SIRT5 inh	FN deposition inh
41	·	1	·
42	-9	-66	1
43	·	5	-13
44	-5	-4	6
45	1	-2	-17
46	16	0	-3
47	·	-2	27
48	1	-1	-2
49	0	·	·
50	2	-1	·

# (list continues)
nr	canonical_smiles	S100A4 inh HTS	Statin myotox sup	LGR2 inh	CASP6 VEID inh
51	CC(C)(C)OC(=O)C(Cc1ccc(OC(C)(C)C)cc1)NC(=O)CNC(=O)OCc1ccccc1 (stereo not given)	-3	·	4	-5
52	CS(=O)(=O)N1Cc2cc(C(=O)NCC3CC3)nc(-c3cccc(-c4cccnc4)c3)c2[C@@H]1CCO	-1	·	-10	5
53	CCn1c(CCC(=O)Nc2nc3c(s2)CCCC3)nc2cc(S(=O)(=O)N(C)C)ccc21	·	-5	·	·
54	CCN(C(=O)CN1C(=O)NC(CCSC)C1=O)C1CCS(=O)(=O)C1 (stereo not given)	-3	2	5	0
55	CC(C)C(=O)Nc1ccc2c(c1)C(=O)N(C)[C@H]1CC[C@@H](CC(=O)NC3CCCC3)O[C@@H]1CO2	-3	39	15	-3
56	Cc1c(C(=O)OCC(=O)N2C(C)CCCC2C)oc2ccccc12 (stereo not given)	-5	0	-44	-1
57	CCN(CC)C(=S)SCC(=O)Nc1nc(=O)c2ccccc2s1	0	·	-7	3

nr	esBAF inh	SIRT5 inh	FN deposition inh
51	·	9	2
52	·	-2	-6
53	-7	·	17
54	-2	-4	2
55	3	5	14
56	76*	-3	4
57	·	-10	·

# Entries above that bear a hit mark in esBAF inh.
no.	SMILES	S100A4 inh HTS	LGR2 inh	CASP6 VEID inh	esBAF inh	SIRT5 inh
7	Cc1ccccc1C(=O)Oc1ccc(-c2csnn2)cc1	-8	-36	-1	51*	-3
15	C[C@@H]1CN([C@@H](C)CO)C(=O)c2cc(NC(=O)Nc3ccc4c(c3)OCO4)ccc2O[C@@H](C)CCCCO[C@H]1CN(C)C(=O)Nc1ccccc1	1	20	2	66*	10
20	O=C(Nc1ccccc1)C1=C[C@@H](c2ccc(Br)cc2)C[C@@H](OCCCCO)O1	-7	-112	1	57*	-5
56	Cc1c(C(=O)OCC(=O)N2C(C)CCCC2C)oc2ccccc12 (stereo not given)	-5	-44	-1	76*	-3

# Rewritten with values under each structure: 2 of the compounds above.
# The line under a structure holds: S100A4 inh HTS | Statin myotox sup | LGR2 inh | CASP6 VEID inh | esBAF inh | SIRT5 inh | FN deposition inh
[56] Cc1c(C(=O)OCC(=O)N2C(C)CCCC2C)oc2ccccc12 (stereo not given)
→ -5 | 0 | -44 | -1 | 76* | -3 | 4
[57] CCN(CC)C(=S)SCC(=O)Nc1nc(=O)c2ccccc2s1
→ 0 | · | -7 | 3 | · | -10 | ·

# Screening results: PubChem, Broad Institute

# This is a subset; count on the stated rates, not on these rows.
